GASC-1 inh: human JMJD2C demethylase inhibition. Q9H3R0. GST-JMJD2C(1-420) H3K9me3 demethylation, DELFIA europium. inhibition, % at 2.35 µM. hit rate 0.069% among 330,000. AID 2099;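 active = more than half of a compound's replicate wells show inhibition beyond 50%, single wells judged on their own value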;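 note: signal counts dimethyl H3K9 product captured on neutravidin plate; 0% = median of DMSO wells and 100% = 0.3 times that DMSO median; strong numbers were not always called active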
Target sequence (Q9H3R0 1-420 limits assumed): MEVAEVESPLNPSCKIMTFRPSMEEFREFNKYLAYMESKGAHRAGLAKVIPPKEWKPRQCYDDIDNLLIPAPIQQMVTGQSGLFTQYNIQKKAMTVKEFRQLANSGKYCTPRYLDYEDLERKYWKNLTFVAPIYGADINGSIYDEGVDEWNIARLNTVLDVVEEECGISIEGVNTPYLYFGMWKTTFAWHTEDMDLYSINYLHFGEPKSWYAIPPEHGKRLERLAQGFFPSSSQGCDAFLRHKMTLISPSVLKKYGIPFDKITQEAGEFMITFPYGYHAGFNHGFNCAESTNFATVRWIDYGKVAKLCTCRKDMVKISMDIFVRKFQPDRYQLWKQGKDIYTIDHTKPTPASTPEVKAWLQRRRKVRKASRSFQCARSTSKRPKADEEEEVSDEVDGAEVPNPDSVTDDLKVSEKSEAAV
procasp7 counter: activates human procaspase-7, counter-screen for procaspase-3 activators. P55210. recombinant procaspase-7, Ac-DEVD-pNA absorbance 405 nm; D23A/D198A/D206A triple mutant, cannot self-cleave; scale: DMSO 0, 5 µM enzyme 100. activation, % at 8.5 µM. hit rate 0.093% among 330,000. AID 463210;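 active = percent activation above the screen-wide mean plus 3 SD, cut at about 25% in these data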
Target sequence (P55210 whole entry D23A/D198A/D206A): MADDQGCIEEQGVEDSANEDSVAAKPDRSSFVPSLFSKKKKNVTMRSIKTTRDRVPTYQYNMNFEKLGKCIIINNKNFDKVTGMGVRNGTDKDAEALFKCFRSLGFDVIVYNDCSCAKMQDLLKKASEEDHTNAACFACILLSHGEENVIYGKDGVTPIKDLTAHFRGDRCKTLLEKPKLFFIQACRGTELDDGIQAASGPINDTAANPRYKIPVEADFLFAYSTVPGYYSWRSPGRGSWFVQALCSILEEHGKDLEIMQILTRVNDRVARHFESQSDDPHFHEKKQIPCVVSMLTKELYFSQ
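signal = Epi-absorbance of released pNA at 405 nm, two timepoints | assay system = Uncleavable procaspase-7 mutant enzyme | reagent = Ac-DEVD-pNA substrate, 400 µM as added | times = 1 h enzyme–compound preincubation and 2 h substrate reaction, both 25 °C | benchmarks = low DMSO alone, high DMSO plus 5 µM PC-7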
proCasp3 act: procaspase-3 (human) activation. P42574. recombinant procaspase-3 D3A, Ac-DEVD-pNA absorbance 405 nm. activation, % at 8.5 µM. hit rate 0.11% among 330,000;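 active = activation above the mean of all tested compounds plus 3 SD, cut at about 21% in these data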;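 note: 0% = DMSO alone and 100% = DMSO wells spiked with extra 5 µM PC-3 D3A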
Target sequence (P42574 whole entry D9A/D28A/D175A): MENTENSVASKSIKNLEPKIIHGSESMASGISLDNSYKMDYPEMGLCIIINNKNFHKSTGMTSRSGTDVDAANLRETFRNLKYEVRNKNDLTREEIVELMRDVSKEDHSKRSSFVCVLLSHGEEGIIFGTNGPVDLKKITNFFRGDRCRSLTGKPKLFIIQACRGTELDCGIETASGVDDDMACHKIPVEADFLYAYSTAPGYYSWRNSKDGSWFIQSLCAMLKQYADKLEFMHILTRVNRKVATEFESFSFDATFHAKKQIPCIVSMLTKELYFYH
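assay system = Procaspase-3 D3A mutant | signal = absorbance at 405 nm, 0 and 120 min | times = 1 h preincubation plus 2 h reaction at 25 °C | repeats = single replicate | read-out = % activation between DMSO and enzyme-spiked controls | medium = Zinc-free HEPES saline buffer with Triton X-100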
LAP4 TOR yeast: alters LAP4-GFP fluorescence in TOR pathway yeast screen | S. cerevisiae LAP4-GFP multiplex, flow cytometry GFP, 3 h; median GFP as percent of DMSO wells | GFP response vs DMSO, % at 10 µM | hit rate 0.34% among 320,000;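 active = GFP response vs DMSO above a set limit, about the screen mean plus 3 SD, cut at about 150% in these data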
RPL19A TOR yeast: alters RPL19A-GFP fluorescence in TOR pathway yeast screen; S. cerevisiae RPL19A-GFP strain, flow cytometry, 3 h; active compounds read low; hit rate 0.3% among 330,000; percent response vs DMSO, % at 10 µM; AID 2025;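 active = percent response vs DMSO below 50%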;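 note: median channel GFP fluorescence of the barcoded RPL19A-GFP strain; ratio of sample median GFP to plate DMSO average so 100% = DMSO; lower means less RPL19A-GFP as with rapamycin TOR inhibition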
AHR act: human AHR activation | AHR-responsive luciferase reporter cells, luminescence | hit rate 2.5% among 320,000 | P35869 | AID 2796 | activation, % at 5 µM; in the data active = activation above about 47%;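 note: 0% = vehicle wells and 100% = reference agonist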
MEP2 TOR yeast: yeast TOR pathway MEP2-GFP modulation | S. cerevisiae MEP2-GFP strain, flow cytometry GFP, 3 h; 100% = DMSO control level | AID 2016 | hit rate 0.51% among 330,000 | GFP response vs DMSO, % at 10 µM;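 active = GFP response versus DMSO above a set limit, roughly screen mean plus 3 SD, cut at about 180% in these data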;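 note: median GFP fluorescence of the barcode-gated MEP2-GFP cells per well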
Yeast superoxide: caloric restriction mimetics inhibiting age-related superoxide in yeast; S. cerevisiae aged cells, superoxide DHE fluorescence; active compounds read low; superoxide response (% of plate mean), % at 10 µM; hit rate 0.18% among 330,000; AID 2690;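 active = superoxide response under a set limit, about three screen SD below normal, cut at about 65% in these data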;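 note: yeast aged for seven days with compound at 30 °C before DHE staining; 100% = average MFI of all compound-treated wells on the plate with controls excluded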
* hit, by the source's call; [ ] = another dose, or the depositor's remark.

For COc1ccccc1NC(=O)c1ccc(N)cc1 the results were GASC-1 inh 1.1, procasp7 counter -8.7, proCasp3 act -5.6, LAP4 TOR yeast 109.6, RPL19A TOR yeast 98.3, AHR act 4.8, MEP2 TOR yeast 109.0 and Yeast superoxide 84.9.
CCc1cc(Cn2nc(-c3ccccc3C)cc2C(=O)O)on1 was read as GASC-1 inh 0.6, procasp7 counter 9.2, proCasp3 act 5.6, LAP4 TOR yeast 79.4, RPL19A TOR yeast 92.5, AHR act -3.9, MEP2 TOR yeast 95.0 and Yeast superoxide 110.1.
C=CCN1C(=O)C2(OCCCO2)c2cccc(Cl)c21 was read as GASC-1 inh -19.7, procasp7 counter -0.1, proCasp3 act 0.7, LAP4 TOR yeast 103.1, RPL19A TOR yeast 100.3, AHR act -3.0, MEP2 TOR yeast 147.5 and Yeast superoxide 86.2.
Screening CC(C)(C)OC(=O)NCCCCCO returned procasp7 counter -4.0, proCasp3 act -0.2, LAP4 TOR yeast 123.4, RPL19A TOR yeast 98.6, AHR act -3.0, MEP2 TOR yeast 100.4 and Yeast superoxide 112.5.
For COc1cc(/C=C/C(=O)c2c(O)ccc3c(C)cc(=O)oc23)ccc1O the results were GASC-1 inh -0.4, procasp7 counter -2.6, proCasp3 act 0.6, LAP4 TOR yeast 160.4*, RPL19A TOR yeast 88.5, AHR act 13.9, MEP2 TOR yeast 90.8 and Yeast superoxide 76.2.
Screening O=C(COC(=O)/C=C/c1ccccc1)Nc1cccnc1Cl returned GASC-1 inh 6.1, procasp7 counter 2.9, proCasp3 act -1.7, LAP4 TOR yeast 103.5, RPL19A TOR yeast 97.8, AHR act 2.6, MEP2 TOR yeast 103.0 and Yeast superoxide 99.5.
For CCCCn1c(-c2cccs2)nc2oc3ccccc3c(=O)c2c1=O the results were GASC-1 inh 8.8, procasp7 counter 1.1, proCasp3 act 10.9, LAP4 TOR yeast 119.8, RPL19A TOR yeast 92.4, AHR act 2.3, MEP2 TOR yeast 100.0 and Yeast superoxide 98.4.
`Cn1c(C2CCCN2C(=O)OC(C)(C)C)n[nH]c1=S` (stereo not drawn) gave GASC-1 inh -3.0, procasp7 counter 3.7, proCasp3 act -7.3, LAP4 TOR yeast 101.8, RPL19A TOR yeast 105.5, AHR act 1.3, MEP2 TOR yeast 102.0 and Yeast superoxide 100.6.
`CC(CC(=O)N(C)c1c(N)n(Cc2ccccc2)c(=O)[nH]c1=O)c1ccccc1` (stereo not drawn) gave GASC-1 inh 5.3, procasp7 counter 3.2, proCasp3 act 16.1, LAP4 TOR yeast 100.4, RPL19A TOR yeast 98.5, AHR act 0.6, MEP2 TOR yeast 99.9 and Yeast superoxide 94.0.
`C(=N\Nc1nc2ccccc2[nH]1)/c1cccc2cccnc12` gave GASC-1 inh 8.1, procasp7 counter 3.0, proCasp3 act -7.3, LAP4 TOR yeast 96.0, RPL19A TOR yeast 90.7, AHR act 41.6, MEP2 TOR yeast 92.7 and Yeast superoxide 102.1.
Screening Cc1cc(NC(=O)CSc2nnc(COc3ccccc3)o2)no1 returned GASC-1 inh 5.3, procasp7 counter 3.5, proCasp3 act -0.4, LAP4 TOR yeast 95.2, RPL19A TOR yeast 99.4, AHR act 6.3, MEP2 TOR yeast 100.8 and Yeast superoxide 77.5.
COC(=O)C1(CC2CC(c3ccncc3)=NO2)CCN(C(=O)OC(C)(C)C)CC1 (stereo not drawn) was read as GASC-1 inh 11.1, procasp7 counter 3.9, proCasp3 act -3.3 and AHR act 1.8.
For CC(O)[C@@]1(O)CC[C@H]2[C@@H]3CC[C@H]4C[C@@H](O)CC[C@]4(C)C3=CC[C@@]21C (stereo partly drawn) the results were GASC-1 inh 0.6, procasp7 counter 7.1, proCasp3 act 4.1, LAP4 TOR yeast 115.0, RPL19A TOR yeast 112.6, AHR act 1.5, MEP2 TOR yeast 98.6 and Yeast superoxide 91.0.
Screening O=S1(=O)[C@H]2C[C@@H]3C=C[C@@]2(CN1Cc1ccc(Cl)cc1)O3 returned GASC-1 inh 9.6, procasp7 counter 5.8, proCasp3 act 7.9, LAP4 TOR yeast 124.6, RPL19A TOR yeast 107.4, AHR act 1.3, MEP2 TOR yeast 96.7 and Yeast superoxide 102.1.
Screening COc1ccc(S(=O)(=O)N(C)C[C@H]2Oc3c(NC(=O)C4CC4)cccc3C(=O)N([C@H](C)CO)C[C@@H]2C)cc1 returned procasp7 counter -4.5, proCasp3 act 1.2, LAP4 TOR yeast 102.0, RPL19A TOR yeast 90.2, AHR act -1.5, MEP2 TOR yeast 93.0 and Yeast superoxide 83.8.
For COCCN(CC(=O)Nc1ccccc1C(F)(F)F)C(=O)/C=C/c1ccc2ccccc2n1 the results were GASC-1 inh 5.1, procasp7 counter -0.3, proCasp3 act -4.9, LAP4 TOR yeast 89.8, RPL19A TOR yeast 88.7, AHR act 11.4, MEP2 TOR yeast 92.9 and Yeast superoxide 95.8.
For CCc1ccccc1NC(=O)Nc1ccsc1C(=O)OC the results were GASC-1 inh -17.2, procasp7 counter 4.7, proCasp3 act -5.3, LAP4 TOR yeast 83.2, RPL19A TOR yeast 102.9, AHR act 13.2, MEP2 TOR yeast 95.8 and Yeast superoxide 98.5.
O=C(O)c1ccccc1C(=O)N1CCc2c([nH]c3ccccc23)C1C(F)(F)F (stereo not drawn) was read as GASC-1 inh -13.4, procasp7 counter 0.2, proCasp3 act 0.1, LAP4 TOR yeast 100.4, RPL19A TOR yeast 100.1, AHR act 5.4, MEP2 TOR yeast 92.3 and Yeast superoxide 81.0.
For CCN(CC)C(=O)CCc1nnc(Cc2cccc(C(F)(F)F)c2)o1 the results were GASC-1 inh 12.8, procasp7 counter 2.6, proCasp3 act -0.3, LAP4 TOR yeast 98.3, RPL19A TOR yeast 97.7, AHR act 6.3, MEP2 TOR yeast 108.3 and Yeast superoxide 92.2.
Screening CCc1cc2c(Nc3ccc(O)cc3)nc(C)nc2s1 returned GASC-1 inh -6.0, procasp7 counter 2.7, proCasp3 act -2.4, LAP4 TOR yeast 90.3, RPL19A TOR yeast 104.3, AHR act 79.0*, MEP2 TOR yeast 104.5 and Yeast superoxide 106.3.

Among those listed so far, two contain a COOH group.
CCc1cc(Cn2nc(-c3ccccc3C)cc2C(=O)O)on1 was read as GASC-1 inh 0.6, procasp7 counter 9.2, proCasp3 act 5.6, LAP4 TOR yeast 79.4, RPL19A TOR yeast 92.5, AHR act -3.9, MEP2 TOR yeast 95.0 and Yeast superoxide 110.1.
O=C(O)c1ccccc1C(=O)N1CCc2c([nH]c3ccccc23)C1C(F)(F)F (stereo not drawn) was read as GASC-1 inh -13.4, procasp7 counter 0.2, proCasp3 act 0.1, LAP4 TOR yeast 100.4, RPL19A TOR yeast 100.1, AHR act 5.4, MEP2 TOR yeast 92.3 and Yeast superoxide 81.0.

The results go on:
CCOc1ccc(C(=O)COC(=O)CNC(=O)C2CCCCC2)cc1 was read as GASC-1 inh -6.9, procasp7 counter 0.3, proCasp3 act 4.1, LAP4 TOR yeast 95.2, RPL19A TOR yeast 96.1, AHR act -0.2, MEP2 TOR yeast 102.2 and Yeast superoxide 90.7.
Screening CC1=C(C(=O)Nc2ccc(C)cc2)C(c2ccc(C)o2)C2=C(CC(C)(C)CC2=O)N1 (stereo not drawn) returned GASC-1 inh 1.5, procasp7 counter 1.2, proCasp3 act -16.9, LAP4 TOR yeast 103.8, RPL19A TOR yeast 96.3, AHR act 9.6, MEP2 TOR yeast 118.2 and Yeast superoxide 99.2.
For O=C(COC(=O)[C@H](Cc1ccccc1)NC(=O)c1cccs1)Nc1c(Cl)cccc1Cl the results were GASC-1 inh 57.6, procasp7 counter 3.0, proCasp3 act 6.8, LAP4 TOR yeast 90.4, RPL19A TOR yeast 100.0, AHR act -3.4, MEP2 TOR yeast 100.9 and Yeast superoxide 88.9.
Screening O=C(NCc1ccccc1)NC1CCS(=O)(=O)C1 (stereo not drawn) returned GASC-1 inh -2.6, procasp7 counter -0.5, proCasp3 act 3.1, LAP4 TOR yeast 96.8, RPL19A TOR yeast 103.1, AHR act -0.6, MEP2 TOR yeast 102.3 and Yeast superoxide 99.5.
Screening COc1ccccc1C(=O)Nc1ccc2c(c1)nc(CCNC(=O)c1ccco1)n2C returned GASC-1 inh -3.7, procasp7 counter 9.6, proCasp3 act 1.8, LAP4 TOR yeast 93.6, RPL19A TOR yeast 104.7, AHR act -4.9, MEP2 TOR yeast 101.3 and Yeast superoxide 100.1.
For O=C(NCc1cccnc1)Nc1ccc(Cl)cc1Cl the results were GASC-1 inh -4.1, procasp7 counter -4.4, proCasp3 act 0.9, LAP4 TOR yeast 96.3, RPL19A TOR yeast 98.0, AHR act 15.5, MEP2 TOR yeast 97.3 and Yeast superoxide 82.3.
Screening COCc1cc(C)n(CC(=O)Nc2ccc(N3CCOCC3)c(Cl)c2)c(=O)c1C#N returned GASC-1 inh -3.5, procasp7 counter 2.2, proCasp3 act -4.0, LAP4 TOR yeast 104.4, RPL19A TOR yeast 106.6, AHR act -0.7, MEP2 TOR yeast 104.5 and Yeast superoxide 91.1.
CCOc1ccccc1NC(=O)CSc1nccn1-c1ccccc1 was read as GASC-1 inh 2.4, procasp7 counter 5.7, proCasp3 act 1.0, LAP4 TOR yeast 90.5[may fluoresce violet], AHR act 8.5, MEP2 TOR yeast 263.5*[may fluoresce violet] and Yeast superoxide 82.2.
For COc1ccc(Br)cc1/C=N/NC(=O)c1cccnc1 the results were GASC-1 inh -7.8, procasp7 counter -3.1, proCasp3 act -1.9, LAP4 TOR yeast 96.0, RPL19A TOR yeast 100.7, AHR act 21.1, MEP2 TOR yeast 97.1 and Yeast superoxide 104.1.
For CC1=NN(C(=S)Nc2ccccc2)C(C)(C)C1 the results were GASC-1 inh 7.6, procasp7 counter 0.5, proCasp3 act -2.7, LAP4 TOR yeast 104.3, RPL19A TOR yeast 93.5, AHR act 2.1, MEP2 TOR yeast 90.3 and Yeast superoxide 100.1.
O=C(N/N=C/c1ccc2cccc(OCc3ccccc3)c2n1)c1ccc(Br)cc1 was read as GASC-1 inh 0.9, procasp7 counter 3.0, proCasp3 act 8.4, LAP4 TOR yeast 102.6, RPL19A TOR yeast 102.7, AHR act 68.6*, MEP2 TOR yeast 109.4 and Yeast superoxide 97.0.
`CC(Oc1ccc(Cl)cc1)C(=O)Nc1ccc(S(=O)(=O)Nc2nccs2)cc1` (stereo not drawn) gave GASC-1 inh 1.6, procasp7 counter 4.5, proCasp3 act 2.3, LAP4 TOR yeast 77.7, RPL19A TOR yeast 83.0, AHR act -0.6, MEP2 TOR yeast 76.2 and Yeast superoxide 84.1.
S=C(Nc1ccccc1Cl)N1CCOCC1 was read as GASC-1 inh -6.1, procasp7 counter -2.6, proCasp3 act -0.4, LAP4 TOR yeast 109.1, RPL19A TOR yeast 91.9, AHR act 1.6, MEP2 TOR yeast 90.2 and Yeast superoxide 106.9.
`O=C(NCCO)C(F)(F)C(F)(F)C(F)(F)OC(F)(C(=O)NCCO)C(F)(F)F` (stereo not drawn) gave GASC-1 inh 3.2, procasp7 counter 5.8, proCasp3 act 1.2, LAP4 TOR yeast 94.7, RPL19A TOR yeast 95.3, AHR act -0.7, MEP2 TOR yeast 95.2 and Yeast superoxide inactive.

Screens (PubChem)
